Nrf2 block: inhibitors of Nrf2 signaling; Potency, µM (top dose mostly 46 µM), inactives show at the highest dose activity change, negative = inhibition, usual class: inhibitors; 360,000 compounds, 2.1% hits; A549 ARE-Fluc reporter, luciferase luminescence, 18-24 h; note: potency is the fitted concentration of half-maximal effect; % is set by controls: 0 for no effect and ±100 for the full control effect; nearly all actives have a fitted effect of over 60% in size
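Quantitative HTS in A549 cells stably bearing an antioxidant response element-firefly luciferase construct. Inhibition of Nrf2-driven transcription was scored by luminescence after 18-24 h of compound exposure at 37 °C.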
Nrf2 ARE act: Nrf2 pathway activation | AREc32 ARE-luciferase reporter (MCF7-derived line), luminescence, 24 h | Potency, µM (doses to about 46.1 µM), inactives show top-dose activation, most hits filed as activators | 410,000 compounds, 0.31% hits | AID 624171; note: potency is the fitted concentration of half-maximal effect; % of control where 0% means no effect; nearly all actives have a fitted effect of over 65% in size
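Nrf2 activation is followed as ARE-luciferase induction in the AREc32 line after one day of compound treatment; luminescence is read with Steady-Glo.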
ATXN2 expr inh: reduces ATXN2 reporter expression in HEK-293 cells; 360,000 compounds, 0.72% hits; HEK-293 ATXN2-luciferase reporter, luminescence, 24 h; Potency, µM (highest dose often 57 µM), without a hit: at the top dose activity change, negative = inhibition, usual class: inhibitors; note: potency is the fitted concentration of half-maximal effect; % is set by controls: 0 for no effect and ±100 for the full control effect; nearly all actives have a fitted effect of over 55% in size
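qHTS (up to 57 uM final) was run with 24 h compound exposure of reporter cells at 37 °C. Each well was multiplexed: SteadyGlo luminescence measured ATXN2-luciferase expression after a fluorogenic Gly-Phe-AFC viability readout (25 uM final).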
TGFb inhibitor: inhibitors of TGF-b signaling. 410,000 compounds, 1.2% hits. HepG2 CAGA-GFP TGF-b/SMAD3 reporter, GFP fluorescence, 18 h; TGF-beta stimulated, 500 pg/mL final. AID 588855. Potency, µM (series often up to 46.1 µM), without a hit: at the top dose activity, negative = inhibition, actives largely listed as inhibitors; note: potency is the fitted concentration of half-maximal effect; % is set by controls: 0 for no effect and ±100 for the full control effect; nearly all actives have a fitted effect of over 65% in size
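Inhibition of TGF-beta-driven CAGA-GFP reporter expression in HEPG2 cells is measured by cellular GFP fluorescence after 18 h stimulation with 500 pg/mL recombinant TGF-beta in 1% FBS medium at 37 degrees C.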
A549 viability: counter-screen for Nrf2 inhibitors: cytotoxicity in A549 cells | A549 ARE-Fluc cells, CellTiter-Fluor viability, 18-24 h | Potency, µM (titrated, usually from 46 µM), without a hit: at the highest dose activity change, negative = cytotoxicity, most hits filed as inhibitors | 390,000 compounds, 0.16% hits; note: potency is the fitted concentration of half-maximal effect; % is set by controls: 0 for no effect and ±100 for the full control effect
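A549 ARE_Fluc cells in 5% FBS OPTI-MEM were exposed to compounds in concentration-response for 18-24 h at 37 deg C. Viability was read by CellTiter-Fluor fluorescence (Ex 405/Em 525) after 30 min, before the luciferase read.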
IL-1B inflam inh: inhibitors of inflammasome signaling (IL-1 beta secretion); THP-1 LPS/ATP IL-1B secretion, AlphaLISA, 16 h; hits give low values; activity change, % at 57.5 µM; 360,000 compounds, 4.7% hits; AID 743279; in the data active = activity change below about -50%; inconclusive = mostly about -30% to -49%; note: % is set by controls: 0 for no effect and ±100 for the full control effect
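THP-1 cells pretreated 1 hr with compounds (up to 57.5 uM final), then stimulated with LPS (250 ng/mL final) plus ATP (1.25 mM final); secreted IL-1B measured by AlphaLISA after 16 hr, decreased signal indicating inhibition.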
HepG2 tox: HepG2 cytotoxicity, counter-screen for TGF-b inhibitors | HepG2 CAGA-GFP viability, ATP luminescence, 18 h | Potency, µM (titrated, usually from 46.1 µM), for inactives: at the top dose activity change, negative = cytotoxicity, hits mostly cytotoxic | 410,000 compounds, 0.76% hits; note: potency is the fitted concentration of half-maximal effect; some results filed as inactive show a strong effect at the top dose
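HepG2 CAGA-GFP cells (1000/well, DMEM with 1% FBS) received compound, then TGF-beta at 500 pg/mL final, and were incubated 18 hours at 37 degrees C. Viability was read by CellTiter-Glo luminescence. Media-only wells were set as complete cell-killing and DMSO as no toxicity.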
MCF10A rereplic: induces DNA re-replication in MCF 10a normal breast cells. MCF 10A DNA re-replication, Hoechst nuclear intensity, 48 h. Potency, µM (highest dose often 46.1 µM), without a hit: at the top dose activity, positive = re-replication, most hits filed as activators. 350,000 compounds, 2.9% hits. AID 624296; note: potency is the fitted concentration of half-maximal effect; % of control where 0% means no effect; nearly all actives have a fitted effect of over 50% in size
ATXN viability: reduces viability in counter-screen for ATXN expression inhibitors. S2 cells (HEK-293 line with an ATXN2-luciferase reporter) viability, CellTiter-Fluor protease fluorescence, 24 h. Potency, µM (highest dose often 56.7 µM), usual class: cytotoxic. 400,000 compounds, 0.49% hits; note: potency is the fitted concentration of half-maximal effect; nearly all actives have a fitted effect of over 40% in size
* = called active by the depositor; i = inactive; ? = inconclusive; . = not tested or not shown; & = joins results of further samples; [ ] = remark or other dose. Unless noted, calls come from the whole dose curve; as a rule, active = well fitted curve in the direction sought with a large enough effect; inconclusive = small, poorly fitted or top-dose-only effect, or another doubt; inactive = no such curve, though single readings can be large; an effect the other way counts as inactive or inconclusive.

smiles	Nrf2 block	Nrf2 ARE act	ATXN2 expr inh	TGFb inhibitor	A549 viability	IL-1B inflam inh	HepG2 tox	MCF10A rereplic	ATXN viability
COc1ccc(CNC(=O)OC2CC3CC2[C@H]2CCCCN2C3=O)cc1 (stereo not given in full)	.	-0.3%	10%	.	.	21	.	.	i
Cc1ccc(S(=O)(=O)c2nnn3c2nc(NC(C)c2ccccc2)c2sccc23)cc1 (stereo not given)	?	0.6%	.	44%[activator]	0%	.	-23%	.	.
O=C(CN1CCCN(Cc2ccc(F)cc2Cl)C1=O)NC1CCCCCCC1	?	2.4%	-1%	-27%	0%	-27	-29%	9%	i
CCCOc1cccc(C2/C(=C(/O)c3ccccc3)C(=O)C(=O)N2CCN(C)C)c1 (stereo not given)	1%	-0.3%	7%	31%[activator]	-2%	-4	-14%	6%	i
COc1ccc(CCCN2CCC(CN3C(=S)NC[C@@H]3Cc3ccccc3)CC2)cc1OC	0%	0.5%	-7%	5%	9%	5	-24%	?	i
CC1CC(=O)Nc2ccccc2N1S(=O)(=O)c1cccc(Cl)c1 (stereo not given)	2%	1.9%	11%	-1%	2%	-5	-7%	11%	i
CC1C(c2ccccc2)N(C)C(c2ccccc2)C(C)C1(O)C#Cc1ccccc1 (stereo not given)	-15%	0.6%	-30%	11µM*	0%	-65*	-31%	23µM*	?
CCN(CC)C(=O)c1[nH]cnc1C(=O)Nc1ccc(C)cc1	12%	-0.7%	6%	0%	14%	-11	-16%	-27%	i
c1ccc(CNc2cncnc2)cc1	?	-0.4%	.	15%	-7%	32	14%	0%	i
O=C(Nc1ccc(Cl)cc1)[C@@H]1[C@@H]2C(=O)N(c3ccc4ccccc4c3)C(=O)[C@@H]2[C@H]2C=CC=NN21	2%	13%	3%	-8%	17%	3	3%	4%	i
O=C(COc1ccc(Cl)cc1)NCc1nnc(SCC(=O)Nc2ccccc2F)o1	1%	1.8%	-7%	1%	7%	0	6%	-3%	i
C=CCSc1nnc(-c2c[nH]c3ccccc23)n1CCOC	11%	-0.8%	-4%	32%[activator]	-4%	-6	-10%	-2%	?
O=[N+]([O-])c1ccc(-c2cn(-c3ccc(Cl)cc3)cn2)cc1	.	4.0%	41%[activator]	-1%	.	-8	-22%	.	i
Cc1ccc(C(=O)Nc2ccccc2C(N)=O)o1	25%	2.6%	20%	-2%	2%	-10	-13%	1%	i
COc1ccc(C(C#N)c2ccc(=O)[nH]n2)cc1 (stereo not given)	-1%	-0.2%	1%[11.3 µM]	-6%	-3%	30	9%	-2%	i
C=Cc1ccc(Cn2c(C(=O)O)c(CNCCc3ccco3)c3ccc(C)cc32)cc1	-24%	4.8%	-32%	?	?	.	-76%	.	.

No new results follow: three of the compounds above.
smiles	Nrf2 block	Nrf2 ARE act	ATXN2 expr inh	TGFb inhibitor	A549 viability	IL-1B inflam inh	HepG2 tox	MCF10A rereplic	ATXN viability
Cc1ccc(C(=O)Nc2ccccc2C(N)=O)o1	25%	2.6%	20%	-2%	2%	-10	-13%	1%	i
COc1ccc(C(C#N)c2ccc(=O)[nH]n2)cc1 (stereo not given)	-1%	-0.2%	1%[11.3 µM]	-6%	-3%	30	9%	-2%	i
C=Cc1ccc(Cn2c(C(=O)O)c(CNCCc3ccco3)c3ccc(C)cc32)cc1	-24%	4.8%	-32%	?	?	.	-76%	.	.

(continued)
smiles	Nrf2 block	Nrf2 ARE act	ATXN2 expr inh	TGFb inhibitor	A549 viability	IL-1B inflam inh	HepG2 tox	MCF10A rereplic	ATXN viability
COc1cccc(C(NC(C)=O)c2nc(-c3ccccc3OC)cs2)c1 (stereo not given)	.	-0.5%	13%	19%	.	9	0%	.	i
CCCCn1c(N)c(N(Cc2ccccc2OC)C(=O)CC2OC(=O)c3ccccc32)c(=O)[nH]c1=O (stereo not given)	0%	-0.8%	-1%	-5%	-4%	-5	-8%	0%	i
FC(F)(F)c1cccc(NCc2cn3cccnc3n2)c1	14%	4.9%	-4%	0%	?	0	1%	-7%	i
COc1ccc(CNC(=O)C2=CC(c3ccc(C)cc3)=NS(=O)(=O)N2C)cc1	-2%	0.5%	-38%	-19%	-6%	31	-17%	9%	i
COc1ccc(NC(=O)CSc2nnc(-c3ccccc3)n2Cc2ccco2)cc1OC	-18%	2.7%	?	-10%	-4%	-12	-35%	1%	i
COC(=O)c1ccc(/C=C2\Oc3ccccc3NC2=O)cc1	?	0.4%	-12%	1%	6%	-53*	-7%	6.5µM*	i
COc1ccc2c(c1)CC(C(=O)Nc1cc(Cl)ccc1C)CO2 (stereo not given)	.	-1.1%	.	-13%	0%	.	-11%	.	.
COc1ccccc1-n1c(=O)c(C#N)c(-c2ccc([N+](=O)[O-])cc2)c2cc(C(=O)c3cc(F)ccc3O)cnc21	-6%	0.0%	-6%	5%	2%	-2	2%	-1%	i
Cc1cc(C)cc(-n2c(SCC(=O)NCc3ccco3)nc3c([nH]c4ccccc43)c2=O)c1	.	6.3%	7%	9%	-17%	.	-16%	.	i
COc1ccc(-c2c(C)nn3c4c(cnc23)C(=O)CC(c2ccccc2)C4)cc1 (stereo not given)	-9%	-0.5%	-3%	15%	-1%	.	5%	.	i
O=S(=O)(c1ccc(F)c(F)c1F)N1CCN(C(=S)NCc2ccccc2)CC1	-25%	2.9%	2%	-22%	3%	8	2%	?	i
CCCCc1n[nH]c(=S)n1Cc1ccc(Cl)cc1	6%	-0.2%	-14%	-4%	-2%	10	-13%	-3%	i
CC(C)(CCC(=S)N1CCOCC1)C1CCCCC1	17%	1.8%	44%[activator]	2%	-3%	-28	-16%	13%	i
CCOC(=O)CSCC(=O)Nc1cc(C)ccc1C	2%	-0.3%	1%	-27%	-2%	24	1%	-3%	i
O=C(N/N=C/c1c[nH]c2ccccc12)c1cccc(Cl)c1	7%	26%	.	-9%	0%	-2	-29%	13%	i
Cc1ccc(NC(=O)N2CCC(NC(=O)c3cccc(F)c3)CC2)cc1	-3%	0.4%	-17%	?	3%	-2	-36%	-4%	i
CC(C)(C)OC(=O)NCCc1nnc(SCc2c(Cl)cccc2Cl)o1	-19%	-0.8%	.	18%	-3%	0	-5%	4%	.
CCCc1nnc(NC(=O)CSc2nnc3c4ccccc4n(CC)c3n2)s1	?	0.1%	.	?	-21%	.	-29%	.	.
Cc1c(C(=O)N(C)C2CCCCC2)sc2ncnc(N3CCN(c4ccccc4F)CC3)c12	?	-0.5%	-39%	?	-8%	0	-11%	?	?
Cc1cc(Nc2ccc(N3CCOCC3)cc2)c2cccc(C)c2n1	9%	0.3%	-25%	-19%	?	-92*	-11%	-4%	?
CCOC(=O)C1CCN(C(=O)COC(=O)C2CCN(S(=O)(=O)c3ccc4c(c3)OCCO4)CC2)CC1	12%	-0.5%	0%	6%	11%	25	-5%	6%	i
CCc1nnc(NC(=O)CSc2nnc(CCc3nc4ccccc4[nH]3)n2C)s1	-21%	-0.4%	-4%	?	-11%	33	7%	-7%	i
CN(C(=O)c1ccc(NC(=O)Cc2cccc(NC(=O)C3CCCN(S(=O)(=O)c4cccc([N+](=O)[O-])c4)C3)c2)cc1)C1CC1 (stereo not given)	?	7.9%	4%	?	2%	-7	-23%	0%	i
Nc1nc(N)c2[nH]c(=S)[nH]c2n1	-3%	-0.6%	5%	-5%	1%	5	-18%	7%	i
COc1cc2c(cc1OC)C(NC(=O)C(F)(F)F)CNC2=O (stereo not given)	-17%	0.2%	10%	-12%	0%	-1	0%	-4%	i
COc1ccccc1OCCCCCCN1CCN(C)CC1	-4%	0.6%	-15%	0%	1%	-20	-3%	?	i
Cc1cc(NC(=O)CCCn2nc([N+](=O)[O-])cc2C)no1	-25%	-1.1%	-12%	4%	1%	-8	-20%	0%	i
Cc1ccc(C)c(N2CCN(C(=O)Cn3cnc4sc(C)c(S(=O)(=O)N5CCN(c6ncccn6)CC5)c4c3=O)CC2)c1	-5%[9.27 µM]	-0.3%	-3%	-14%	-4%	.	-8%	.	i
CCOC(=O)c1ccc(NC(=O)COc2ccc(CNC3CCCCC3)cc2OC)cc1	10%	3.2%	-6%	?	-8%	?	-36%	?	i
C[C@@H]1C(c2ccccc2)=NN(c2ccc(Br)cc2)[C@H]1C(=O)N1CCOC1=O	-4%	8.2%	-18%	?	0%	?	-38%	15µM*	?
COc1cccc(N2C(=O)C(CC(=O)Nc3cccc(F)c3)N(C(C)C)C2=O)c1 (stereo not given)	?	-0.3%	.	0%	1%	.	0%	.	.
CCC(CC)NC(=O)Nc1ccc(F)cc1F	0%	-0.2%	-8%	-2%	3%	-6	-14%	?	i
CCCc1cc(=O)[nH]c(=S)[nH]1	6%	0.3%	2%&4%&0%	-4%	-1%	-1	-8%	?	i
CCc1ccc(NCc2cc3ccc(OC)cc3n(CC(=O)Nc3cccc(Cl)c3C)c2=O)cc1	21%	-1.2%	9%	-1%	-4%	.	-2%	.	i
COc1ccc(C)cc1NC(=O)CCC(=O)Nc1ccc2nc(N3CCN(C)CC3)cc(C)c2c1	-29%	-0.3%	-12%	-10%	-27%	-2	-41%	25%	i
CN(Cc1c(F)cccc1Cl)C(=O)c1ccc(NC(=O)CC2SC(N3CCCCC3)=NC2=O)cc1 (stereo not given)	-13%	7.9%	0%	-28%	2%	-15	5%	-1%	i
Cc1ccc(NC(=O)Nc2nnc(N3CCCCC3)s2)c(C)c1	-12%	1.9%	2%	3%	0%	.	10%	.	i
COc1ccc(N(C)S(=O)(=O)c2ccc3c(c2)CC(C)N3C(=O)C2CC2)c(OC)c1 (stereo not given)	-22%	0.0%	?	-8%	-1%	-63*	6%	13%	?
COc1cc(-n2c(N)c(C(=O)NCc3ccco3)c3nc4ccccc4nc32)cc(OC)c1OC	15%	9.5%	.	?	4%	-1	-24%	9.2µM*	i

Compound activity deposited in PubChem by National Center for Advancing Translational Sciences (NCATS).
